Mdm2-MdmX inh = inhibitors of human Mdm2/MdmX interaction. 3% of 330,000 active. SaOS-2 split-luciferase Mdm2/MdmX complementation, luminescence. inhibition, % at 8 µM. O15151+Q00987;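 active means inhibition of at least 50% at 8 µM in the primary screen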
Target sequence (O15151 whole entry, looked up): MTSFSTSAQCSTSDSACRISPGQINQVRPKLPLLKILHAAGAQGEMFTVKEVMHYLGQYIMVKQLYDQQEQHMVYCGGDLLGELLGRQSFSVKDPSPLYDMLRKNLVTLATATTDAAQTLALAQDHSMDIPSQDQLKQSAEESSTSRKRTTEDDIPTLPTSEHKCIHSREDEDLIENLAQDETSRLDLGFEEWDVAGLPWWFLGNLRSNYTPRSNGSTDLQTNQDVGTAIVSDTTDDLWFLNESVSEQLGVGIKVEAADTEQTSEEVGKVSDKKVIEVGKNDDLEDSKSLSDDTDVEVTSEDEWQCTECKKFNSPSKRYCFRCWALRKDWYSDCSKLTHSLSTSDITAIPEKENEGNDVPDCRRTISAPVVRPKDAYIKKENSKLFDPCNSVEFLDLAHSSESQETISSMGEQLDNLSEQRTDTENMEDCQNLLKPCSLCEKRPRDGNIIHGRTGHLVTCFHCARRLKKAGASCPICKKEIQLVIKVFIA
Target sequence (Q00987 whole entry, looked up): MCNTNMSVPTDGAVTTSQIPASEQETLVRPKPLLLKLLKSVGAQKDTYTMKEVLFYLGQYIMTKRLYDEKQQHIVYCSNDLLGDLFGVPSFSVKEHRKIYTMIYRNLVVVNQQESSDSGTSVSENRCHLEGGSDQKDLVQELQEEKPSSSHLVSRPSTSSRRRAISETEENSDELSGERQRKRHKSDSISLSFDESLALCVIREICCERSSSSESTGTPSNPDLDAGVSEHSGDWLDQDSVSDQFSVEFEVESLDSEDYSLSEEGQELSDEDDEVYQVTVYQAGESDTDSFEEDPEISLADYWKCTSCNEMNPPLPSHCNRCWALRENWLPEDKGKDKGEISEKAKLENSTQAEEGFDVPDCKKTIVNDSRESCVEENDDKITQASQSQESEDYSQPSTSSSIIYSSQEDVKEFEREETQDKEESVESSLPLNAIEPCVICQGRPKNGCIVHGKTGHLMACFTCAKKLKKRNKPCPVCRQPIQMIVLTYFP
CHOP UPR activ = apoptotic UPR (CHOP) activation; CHO-CHOP luciferase reporter, luminescence; percent of tunicamycin response over DMSO baseline; activation, % at 10 µM; 0.34% of 330,000 active; AID 449763;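 active means at 10 µM dose, activation of 40% or more, normalized to positive control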;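 further: 100% = tunicamycin at 10 µg/mL and 0% = DMSO alone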
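System: CHO-CHOP luciferase reporter cell line | Buffer or medium: F12 medium containing 10% fetal bovine serum | Doses: One dose, 10 µM in 0.5% DMSO | Times: 6 h compound exposure at 37 °C after overnight seeding | Signal: Luciferase luminescence | Read-out: % activation vs tunicamycin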
697 NFkB inh = inhibitors of the PMA/ionomycin-induced NF-kB reporter in 697 B cells. inhibition, % at 4 µM. 0.33% of 330,000 active. 697 B-cell NF-kB luciferase reporter, 16 h; in the data active means inhibition above about 35%
Jurkat NFkB inh = inhibitors of the PMA/ionomycin-induced NF-kB reporter in Jurkat cells. PMA/ionomycin-induced NF-kB luciferase reporter, luminescence. 0.53% of 330,000 active. inhibition, % at 4 µM. AID 435003; in the data active means inhibition above about 50%
TIM10 inh = inhibits growth of TIM10 yeast strain; S. cerevisiae TIM10 strain growth, BacTiter-Glo luminescence, 24 h; inhibition, % at 10 µM; 1.4% of 330,000 active; AID 463195;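 active means inhibition of 40% or more at the single tested concentration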;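 further: wild-type TIM10 isogenic control strain grown at permissive 25 °C; 0% = DMSO yeast wells and 100% = minimal medium wells without yeast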
XBP1 UPR activ = activators of adaptive arm of unfolded protein response (XBP1); 0.33% of 330,000 active; activation, % at 20 µM; CHO-XBP1 luciferase reporter, IRE1-XBP1 UPR activation, luminescence; percent of tunicamycin response, DMSO as zero;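 active means versus positive control, 20 µM dose yields 30% or more activation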;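 further: 100% = tunicamycin at 10 µg/mL and 0% = DMSO only wells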
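Material – CHO cell line with stable XBP1 luciferase reporter · Buffer or medium – F12 plus 10% FBS · Compound – single point, 20 µM final compound, 1% DMSO · Schedule – 16-18 h cell attachment at 37 °C, then 6 h compound exposure · Signal – Steady-Glo luminescence read · Benchmarks – high control tunicamycin 10 µg/mL final, low control DMSO vehicle only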
tim10-1 inh = inhibits growth of tim10-1 mutant yeast; inhibition, % at 20 µM; 2.2% of 330,000 active; AID 463190; S. cerevisiae tim10-1 ts strain growth, BacTiter-Glo, 24 h;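 active means inhibition of at least 40%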;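 further: mutant grown at 25 °C; 0% = DMSO wells with yeast and 100% = wells holding no yeast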
tim23-1 inh = inhibits growth of tim23-1 mutant yeast; S. cerevisiae tim23-1 growth, BacTiter-Glo luminescence, 24 h; inhibition, % at 20 µM; 1.3% of 330,000 active;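 active means growth inhibition of the mutant yeast at or above 50%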;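 further: temperature-sensitive mutant grown at 25 °C; plate controls were DMSO-treated mutant yeast for no effect and medium wells lacking yeast for full effect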
The depositor's hits bear a star.

Results follow in this order: CHOP UPR activ	tim23-1 inh	XBP1 UPR activ	Mdm2-MdmX inh	tim10-1 inh	TIM10 inh	Jurkat NFkB inh	697 NFkB inh
O=C(CCc1nc(-c2ccccc2)no1)N1CCCC1
→ -2.8	10	1	15	7	-14	-14	-10
COc1cc(CN(C)CC2CCCN(CCc3ccccc3F)C2)cc(Cl)c1OC (stereo unspecified)
→ 1.9	-29	-3	33	1	1	-20	-18
COC(=O)C1C(=O)C2=C(CC1C)NC(=O)CC2c1cccc(C)c1 (stereo unspecified)
→ -2.2	-3	-3	-7	0	-4	9	-3
O=c1c2ccc(Cl)cc2nc(-c2cccc(C(F)(F)F)c2)n1O
→ 20	56*	5	88*	33	27	-2	-17
CCCCNCCOCCOc1ccc(C)cc1Br
→ -1.5	9	-2	16	-39	-13	-10	-6
COc1ccc(NC(=O)[C@@]2(CC(=O)O)CC(/C=C/c3ccccc3)=NO2)cc1
→ 0.6	6	-1	7	6	2	-22	2
CCn1nnc(NC(=O)C(c2ccccc2)c2ccccc2)n1
→ -0.8	7	-1	-22	1	0	0	6
CC(C)C(C)NC(=O)COc1ncnc2sccc12 (stereo unspecified)
→ 3.2	0	0	16	11	8	1	13
NNC(=O)c1sccc1OCc1cccc(C(F)(F)F)c1
→ 1.0	-54	0	4	19	19	0	5
COc1cccc(C2c3c(-c4ccccc4O)n[nH]c3C(=O)N2Cc2ccco2)c1 (stereo unspecified)
→ 0.5	23	0	16	23	5	5	1

One compound at a time, from the list above. Order of values: CHOP UPR activ	tim23-1 inh	XBP1 UPR activ	Mdm2-MdmX inh	tim10-1 inh	TIM10 inh	Jurkat NFkB inh	697 NFkB inh
Profile of `CC(C)C(C)NC(=O)COc1ncnc2sccc12` (stereo unspecified) → 3.2	0	0	16	11	8	1	13
Profile of `CCCCNCCOCCOc1ccc(C)cc1Br` → -1.5	9	-2	16	-39	-13	-10	-6

Next section
Results follow in this order: CHOP UPR activ	tim23-1 inh	XBP1 UPR activ	Mdm2-MdmX inh	tim10-1 inh	TIM10 inh	Jurkat NFkB inh	697 NFkB inh
O=C(N/N=C\c1ccccn1)c1ccccc1O
→ 7.8	-12	0	30	-3	5	-15	-52
COc1ccc(CC(=O)NC2CCCCCC2)c(OC)c1
→ -0.9	18	-6	15	22	-15	-12	-6
NC(=O)CSc1cn(Cc2cccc(F)c2)c2ccccc12
→ 1.0	-6	-3	39	16	11	-3	14
CCC1(CC)NC(=O)N(CC(=O)OCC(=O)NC(=O)c2ccccc2OC)C1=O
→ 0.1	10	1	2	-6	-9	-1	-11
CCn1cc(C(=O)NCc2cccnc2)c2cc(OC)c(OC)cc2c1=O
→ -1.9	7	2	33	2	-16	-4	17
Cc1ccc(NC(=O)COC(=O)CCC(=O)c2cccs2)cc1S(=O)(=O)N1CCOCC1
→ 4.1	16	-2	5	3	-2	6	-8
O=C(O)c1cc(N2C(=O)C3CCCCC3C2=O)ccc1NCc1cccnc1 (stereo unspecified)
→ 2.0	6	2	-9	10	-8	8	-20
Nc1sc(-c2ccccc2)cc1C(=O)N/N=C/c1ccc(Cl)cc1
→ -0.9	-5	0	12	33	3	-10	-7
Clc1ccc(N=c2ssnc2Cl)nc1
→ 6.6	62*	13	26	57*	85*	13	11
COc1ccccc1CO/N=C/c1cccn1-c1nccc(N(C)C)c1C#N
→ -1.0	23	-2	27	11	10	-4	10
O=C(CCCCCNC(=O)N1CCn2c1nc1ccccc12)N[C@H](Cc1ccccc1)C(=O)O
→ 0.3	13	-3	5	1	14	4	11
COc1ccc(-n2c(N)c(C(=O)NCC3CCCO3)c3nc4ccccc4nc32)c(OC)c1 (stereo unspecified)
→ 1.7	23	0	29	-1	10	17	6
Cc1noc(C)c1NC(=O)Nc1cccc2c1O[C@H](CN(C)C(=O)Nc1ccccc1)[C@@H](C)CN([C@H](C)CO)C2=O
→ 16	-8	0	15	-18	5	1	10
FC(F)(F)c1cc(-c2cccs2)nc(-n2cc(Cl)cn2)n1
→ 0.1	19	2	21	31	15	-11	-34
CCOC(=O)C(Oc1ccc2c(-c3ccc(OC)cc3)cc(=O)oc2c1C)c1ccccc1 (stereo unspecified)
→ 2.8	10	-2	26	22	2	2	7
CC1=NN(c2ccc(C)cc2C)C(=O)C1C(c1ccccc1)C1C(=O)N(c2ccc(C)cc2C)N=C1C (stereo unspecified)
→ -1.9	15	-4	6	11	22	0	14
O=C(CS(=O)(=O)Cc1ccccc1)N1CCc2ccccc2C1
→ 1.5	9	0	-15	17	-4	-23	-20
O=C(CO)N/N=C/c1ccccc1F
→ -1.8	4	0	-5	-20	-5	0	-9
O=C(CN1CCN(S(=O)(=O)c2ccc(Cl)cc2)CC1)NC1CC1
→ 0.6	-4	-2	11	13	-3	2	6
CCOC(=O)c1cn(CC(=O)Nc2cccc(F)c2)nn1
→ -1.6	8	3	3	1	1	8	9
CC1CCCC(NC(=O)CSc2nnc(C(F)(F)F)n2C)C1C (stereo unspecified)
→ -0.8	-5	-1	12	7	4	-9	20
N#CC1(c2nc3ccccc3[nH]2)CC1c1ccc2c(c1)OCO2 (stereo unspecified)
→ 0.7	56*	-2	-15	33	56*	-5	-19
COCCCNC(=S)Nc1ccc(CC(=O)O)cc1
→ -1.1	15	-2	-3	7	-3	-5	17
O=C(O)C1CCCCC1C(=O)N1CCN(S(=O)(=O)c2ccc(F)cc2)CC1 (stereo unspecified)
→ 2.5	-4	-2	14	2	-1	-5	8
O=C(COc1coc(CN2CCN(c3ccccc3)CC2)cc1=O)Nc1ccccc1
→ -0.9	9	-4	6	13	-4	14	15
COc1ccc(COC(=O)NC(C(=O)O)c2ccccc2)cc1 (stereo unspecified)
→ -0.7	-8	0	7	-19	-3	-10	11
Cc1cccc(C)c1NC(=O)CN1C(=O)NC(C)(C2CC2)C1=O (stereo unspecified)
→ 0.4	4	2	24	-10	8	-39	-16
CCc1ccccc1OCC(=O)Nc1ccc(S(N)(=O)=O)cc1
→ -1.6	8	0	-8	4	-6	3	3
CCOc1ccccc1-c1cc(C(=O)N/N=C/c2ccc(O)c(OC)c2)c2ccccc2n1
→ -1.1	27	3	40	34	20	-7	-96
CCCCOC(=O)CCN1C(=O)/C(=C2\SC(=S)N(CCC(=O)OCCCC)C2=O)SC1=S
→ 7.7	15	-1	-5	20	-18	-6	-10
CCCCn1c(/C=C/c2ccco2)nc2ccccc21
→ 1.9	31	-2	28	26	22	0	9
Cc1cccc(N2CCN(S(=O)(=O)c3c(C)[nH]c(C)c3C(=O)N3CCCC3)CC2)c1C
→ 0.3	-4	-2	11	-3	6	3	-16
COC(=O)c1ccccc1NC(=O)N1CCN(S(C)(=O)=O)CC1
→ -1.2	7	2	-14	8	1	-10	-17
Cc1noc(C)c1COc1ccccc1C(=O)NNC(=O)c1ccc(F)cc1
→ 1.0	-5	-1	17	-3	-8	1	7
O=C(c1cc2c(s1)CCCC2)N1CCN(C(=O)C2CCCO2)CC1 (stereo unspecified)
→ -1.9	4	-2	-15	13	-15	1	1
O=C1CCNc2ccc(-c3ccccc3)cc21
→ 0.9	12	0	8	17	5	-20	-17
COc1cccc(-c2noc(-c3ccc4c(c3)OCO4)n2)c1
→ -1.5	2	-4	-144	21	0	-185	-198
Cn1nnnc1SCC(=O)c1cccs1
→ -2.2	4	-2	18	-10	-7	-10	3
c1ccc(CN2CCN(c3nc(-c4ccccn4)nc4ccccc34)CC2)cc1
→ 82*	-55	13	23	-2	13	-6	-19
Cc1cnc(C)c(N2CCC(C(=O)NCc3cccs3)CC2)n1
→ -1.5	7	-3	17	10	-6	4	0

A second format for some results above.
Structure | CHOP UPR activ | tim23-1 inh | XBP1 UPR activ | Mdm2-MdmX inh | tim10-1 inh | TIM10 inh | Jurkat NFkB inh | 697 NFkB inh
FC(F)(F)c1cc(-c2cccs2)nc(-n2cc(Cl)cn2)n1 | 0.1 | 19 | 2 | 21 | 31 | 15 | -11 | -34
O=C(COc1coc(CN2CCN(c3ccccc3)CC2)cc1=O)Nc1ccccc1 | -0.9 | 9 | -4 | 6 | 13 | -4 | 14 | 15
Cc1cccc(C)c1NC(=O)CN1C(=O)NC(C)(C2CC2)C1=O (stereo unspecified) | 0.4 | 4 | 2 | 24 | -10 | 8 | -39 | -16
NNC(=O)c1sccc1OCc1cccc(C(F)(F)F)c1 | 1.0 | -54 | 0 | 4 | 19 | 19 | 0 | 5

New compounds follow.
Results follow in this order: CHOP UPR activ	tim23-1 inh	XBP1 UPR activ	Mdm2-MdmX inh	tim10-1 inh	TIM10 inh	Jurkat NFkB inh	697 NFkB inh
Cc1cc2ccccn2c1C(=O)c1ccc(Cl)c([N+](=O)[O-])c1
→ -0.1	3	1	19	-6	5	3	-2
CCN(CC(=O)Nc1ccc2c(c1)OCCO2)C(=O)CCc1ccc(OC)cc1
→ 2.2	21	0	8	7	-6	8	-2
O=C(Nc1ncc2c(n1)-c1ccccc1OC2)c1ccc(F)cc1
→ -0.9	40	1	11	33	24	-25	-10
COc1ccccc1NS(=O)(=O)c1cccc(C(=O)N2CC(C)OC(C)C2)c1 (stereo unspecified)
→ 3.5	12	-4	24	2	-2	9	6
CC(C)CN(Cc1cc(=O)oc2cc(-c3ccccc3)c(O)cc12)CC(C)C
→ -1.8	22	8	80*	15	23	-9	-91
O=C(NCCc1ccccc1)c1ccc([N+](=O)[O-])cc1
→ -0.5	-4	-5	-40	3	7	-81	-159
COc1ccc(CC(=O)Nc2ccc(S(=O)(=O)NCC3CCCO3)cc2)cc1 (stereo unspecified)
→ -0.7	0	1	30	-3	1	3	-1
O=C(NCc1ccco1)c1nc2nc(-c3cccs3)cc(C(F)(F)F)n2n1
→ 1.9	19	-1	-1	6	11	0	-35
COC(=O)Cc1c(O)ccn(Cc2cccc3ccccc23)c1=O
→ -3.0	7	-1	20	20	3	-6	-7
CCc1ccc(N2CC(C(=O)NNC(=O)c3ccc(F)cc3)CC2=O)cc1 (stereo unspecified)
→ 1.0	-3	-5	9	17	1	13	-6
COc1ccc(C(=O)Nc2cccc3cccnc23)cc1OC
→ 0.1	17	3	18	28	27	-8	20
N#Cc1nc(-c2ccco2)oc1N1CCN(Cc2ccccc2)CC1
→ -2.1	3	-3	13	7	-12	3	12
COc1ccc(S(=O)(=O)Nc2ccc(F)c(F)c2)cc1C(=O)N1CCOCC1
→ -1.1	4	-4	21	-7	-13	-12	8
Cc1ccc(Nc2nnc(-c3ccccc3N)o2)cc1C
→ 1.6	7	2	-28	-10	1	-63	-123

Compounds as they come; overall some 6.6% were active at least once.
